Lipid storage S3 = qHTS Assay for Lipid Storage Modulators in Drosophila S3 Cells. Drosophila S3 cells, BODIPY lipid droplet fluorescence, 18-24 h; cells fed with added oleic acid. Potency in µM for hits, for the others lipid storage change, negative = inhibition, % at the top dose, mostly 46.1 µM. 320,000 compounds, 0.64% hits. AID 2685; active = well fitted inhibition curve with a large enough effect in the signal ratio, with a control signal flat, not every such curve was filed as active; inconclusive = small, poorly fitted or top-dose-only effect, or effect the other way, or a change in a side signal; the % refers to the signal ratio
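Laser-scanning cytometry quantifies lipid droplet accumulation (500–530 nm total intensity; droplet/cell object ratio) in oleic acid-fed (400 uM added) Drosophila S3 cells treated with a concentration series. 20 uM Triacsin C defined 100% inhibition.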
Lipid storage S3 cell count max = further read-out of Lipid storage S3, marked with its call; cell number change, %; measured here: cell count max response;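 cells counted by Cell Tracker Red CMTPX staining in the red channel; peak over a dose series mostly up to 46.1 µM; percent activity relative to internal control wells on each plate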
Numbers without * were called inactive; i = inactive; ? = inconclusive; . = not tested or not shown. % is set by controls: 0 for no effect and ±100 for the full control effect; potency is the fitted concentration of half-maximal effect. Some of the compounds tested; the hit share may differ from the screen's.

Molecule | Lipid storage S3 | Lipid storage S3 cell count max
CC1Cc2ccccc2N1C(=O)CCNS(=O)(=O)c1ccc2c(c1)CCC(=O)N2 (stereo not given) | ? | .
COc1ccc(S(=O)(=O)NCc2ccc(C(=O)NCCCN3CCCC(C)C3)cc2)cc1 (stereo not given) | ? | .
Cc1ccc(N(Cc2ccccc2)C(=O)c2cccc(F)c2)cc1 | ? | .
COc1ccccc1NS(=O)(=O)c1cccc(NC(=O)c2nc3nc(C)cc(C)n3n2)c1 | ? | .
O=C(NCC(c1cccnc1)N1CCOCC1)C1CCCCC1 (stereo not given) | 7% | 4
Cc1ccc(S(=O)(=O)N2CCOCC2)cc1NC(=O)Cn1cc(C(F)(F)F)cc(Cl)c1=O | ? | .
CCOC(=O)C(=NC1CCS(=O)(=O)C1)NNc1ccc(Br)cc1 (stereo not given) | ? | .
CC1CN(C(=O)COC(=O)c2ccc(Cl)c(S(=O)(=O)N3CCCCC3)c2)CC(C)O1 (stereo not given) | ? | .
CC(C)CCN1C(=O)c2ccc(-c3nc4ccccc4c(=O)o3)cc2C1=O | i | -19
Cc1ccnc(NC(=O)c2sc3cc(Cl)ccc3c2Cl)c1 | -4% | 0
COc1cc(OC)nc(NC(=O)NS(=O)(=O)c2ccc(OC(F)(F)F)cc2)n1 | ? | .
COCc1c(Br)c(C)nc2sc3c(=O)[nH]nnc3c12 | 8% | 3
O=S(=O)(c1ccc(Cl)c2ccccc12)N1CCCC1 | 14% | 11
COC(=O)C1=C(N)Oc2cc(C)n(C)c(=O)c2C1c1ccc(Cl)c(Cl)c1 (stereo not given) | 11% | 0
CN(C)CCCNC(=O)N1c2ccccc2C=Cc2ccccc21 | 10% | 16
CC(C(=O)N1CCN(C(=O)c2ccco2)CC1)N1C(=O)NC2(CCCCC2C)C1=O (stereo not given) | ? | .
Cc1cc(C)nc(Nc2nc(=O)c3ccccc3s2)n1 | ? | .
COc1ccc(C(C(=O)NCc2ccccc2)N(Cc2cccs2)C(=O)c2cnccn2)cc1 (stereo not given) | -4% | -1
CCOC(=O)C1CCCN(C(=O)COc2ccc(N(C)S(=O)(=O)c3ccc(F)cc3)cc2)C1 (stereo not given) | 3% | 1
COc1ccc(Cl)cc1S(=O)(=O)n1cnc2ccccc21 | ? | .

Part of the list above, as labelled records:
CN(C)CCCNC(=O)N1c2ccccc2C=Cc2ccccc21
- Lipid storage S3: 10%
- Lipid storage S3 cell count max: 16

CC(C(=O)N1CCN(C(=O)c2ccco2)CC1)N1C(=O)NC2(CCCCC2C)C1=O (stereo not given)
- Lipid storage S3: ?
- Lipid storage S3 cell count max: .

Cc1cc(C)nc(Nc2nc(=O)c3ccccc3s2)n1
- Lipid storage S3: ?
- Lipid storage S3 cell count max: .

COc1ccc(C(C(=O)NCc2ccccc2)N(Cc2cccs2)C(=O)c2cnccn2)cc1 (stereo not given)
- Lipid storage S3: -4%
- Lipid storage S3 cell count max: -1

(cont.)
Molecule | Lipid storage S3 | Lipid storage S3 cell count max
CC(C)NC[C@H](O)COc1ccc(CC(N)=O)cc1 | -24% | .
CN(Cc1cc(=O)[nH]c2ccccc12)C(=O)c1ccccc1 | ? | .
O/N=C/c1ccccc1OCc1ccccc1F | ? | .
COc1ccccc1[C@@H]1C(c2cccc(C)c2)=NN(c2ccccc2)[C@H]1C(=O)N1CCOC1=O | ? | .
O=C(NNC(=O)c1ccc(O)cc1O)c1ccc(Cl)cc1 | ? | .
CCOc1ccc(C(=O)COC(=O)CNC(=O)C2CCCCC2)cc1 | ? | .
COc1ccc(C2CC(C)(c3ccc(OC)cc3OC)Nc3ccccc3N2)c(OC)c1 (stereo not given) | 0% | 1
O=C(O)CSc1nc2ccccc2n1-c1ccccc1 | 13% | 12
CCn1cc(C(=O)N[C@H](C)c2ccccc2)c(=O)c2cc(F)c(N3CCN(C)CC3)cc21 | i | .
CSc1nncc(/C(C)=N\Nc2ccccc2C)n1 | ? | .
O=C(NCC1COc2ccccc2O1)c1ccc(Cl)cc1 (stereo not given) | 23% | 4
COc1ccc(Oc2c(-c3ccc(O)cc3O)n[nH]c2C)cc1 | ? | .
Cc1cccc(OC(=O)c2cccnc2)c1 | -1% | -1
Cc1cc(=O)oc2cc(NC(=O)CCOc3ccccc3)ccc12 | -21% | 26
CCOC(=O)c1cccc(NS(=O)(=O)c2ccc(NC(C)=O)cc2)c1 | ? | .
Cc1ccc(C(=O)N2CCN(S(=O)(=O)N3CCCCC3)CC2)cc1 | ? | .
O=C(NCc1cccnc1)C1CCCN(S(=O)(=O)c2ccccc2)C1 (stereo not given) | ? | .
Cc1cccc(C)c1OCCCn1ccnc1 | 4% | 2
O=[N+]([O-])c1ccc(NCc2ccncc2)cc1 | ? | .
CCCc1nc2ccccc2c(C(=O)OC(C)C(=O)NCc2ccc3c(c2)OCO3)c1CC (stereo not given) | ? | .

Full records, looked up by structure. Order of screens: Lipid storage S3	Lipid storage S3 cell count max
`COc1ccc(C(C(=O)NCc2ccccc2)N(Cc2cccs2)C(=O)c2cnccn2)cc1` (stereo not given) in the list: -4%	-1
`Cc1cccc(C)c1OCCCn1ccnc1` in the list: 4%	2

Additional records follow.
Molecule | Lipid storage S3 | Lipid storage S3 cell count max
CCOC(=O)c1nc(N)c(=O)n(-c2ccc(C)cc2)n1 | 1% | 17
COc1ccc(C(=O)N2CCc3cc(OC)c(OC)cc3C2c2ccc(OC)c(OC)c2)cc1 (stereo not given) | ? | .
CCC(=O)Nc1nc(C)c(-c2csc(Nc3cccc(O)c3)n2)s1 | 29µM* | -27*
O=C(O)CCCC(=O)Nc1ccc(Cl)c(Cl)c1 | 4% | -9
Cc1ccc(C)c(N(CC(=O)NC2CCCC2)C(=O)c2cc3cc4cc(C)ccc4nc3s2)c1 | 6% | 0
CCC(C(=O)NC(C)CCc1ccco1)n1nc(C)n2c(cc3occc32)c1=O (stereo not given) | 3% | -3
S=c1[nH]nc(C23CC4CC(CC(C4)C2)C3)n1Cc1ccco1 | -23% | -6
COc1ccc2nc(Nc3nc(CSc4ccc(C)cc4)cc(=O)[nH]3)nc(C)c2c1 | -9% | 0
O=C(Nc1ccc(-c2csc(Nc3ccccc3)n2)cc1)c1cc([N+](=O)[O-])cc(C(F)(F)F)c1 | ? | .
COc1c(Cl)cc(Cl)cc1CNCCNCCO | ? | .
O=c1oc2ccccc2cc1-c1csc(Nc2nc3ccc(F)cc3s2)n1 | ? | .
CC(C)(C)c1cc(CSC(=S)NC2CCS(=O)(=O)C2)c(Br)c(C(C)(C)C)c1 (stereo not given) | ? | .
O=C(NCCC1=CCCCC1)Nc1ccc2nsnc2c1 | -16% | 17
Oc1c(C=C2N=c3ccccc3=N2)sc(=S)n1-c1ccc2ccccc2c1 | -12% | -4
COC(=O)c1c(NC(=O)CCCC(=O)O)sc2c1CCC2 | i | 29
O=C(COC(=O)Cc1ccccc1F)Nc1cccc(F)c1 | ? | .
CCC(=O)Nc1cc(-c2cc3ccccc3oc2=O)ccc1OC | ? | .
COc1ccc(OC)c(N(C)S(=O)(=O)c2ccc3c(c2)N(C(C)=O)CCO3)c1 | ? | .
CCn1cc(C(=O)NCCCN2CCCC(C)C2)c(=O)c2cc(S(=O)(=O)N(C)C3CCCCC3)ccc21 (stereo not given) | ? | .
COC(=O)C1Cc2c([nH]c3ccccc23)CN1C(C)=O (stereo not given) | 3% | 2

(next part)
Values run as follows: Lipid storage S3 | Lipid storage S3 cell count max
O=C(CSc1nnc2scc(-c3ccccc3)n12)c1ccc2c(c1)OCCO2
    ? | .
CCOc1ccc(/C=N/NC(=O)c2cc3ccccc3cc2OC)cc1
    i | .
Oc1c(CNc2ccccc2)cc(COCc2ccccc2)c2cccnc12
    ? | .
Cc1cc(NC(=O)CSc2nnc(COc3cccc(C)c3C)n2Cc2ccco2)no1
    ? | .
CN(C)c1ncc(S(=O)(=O)c2ccccc2)c(-c2ccc(Cl)cc2Cl)n1
    ? | .
Cc1cccc(NS(=O)(=O)c2ccc(C)c(C(=O)NCC(c3cccs3)N(C)C)c2)c1 (stereo not given)
    ? | .
COc1ccc(CC(=O)NC(CC(=O)O)c2ccc(OC)cc2)cc1 (stereo not given)
    -4% | 12
Cc1cccc(C)c1NC(=O)CCCN1C(=O)C(c2ccccc2)Oc2cccnc21 (stereo not given)
    ? | .
O=C(O)CCC(=O)/C=C/c1ccccc1
    9% | 7
CCCCNC(=O)COC(=O)c1ccc(Cl)c(S(N)(=O)=O)c1
    ? | .
COc1ccc(N2CCN(C(=S)Nc3ccc(F)cc3)CC2)cc1
    ? | .
CC(=O)Nc1ccc2c(c1)ncn2-c1ccc(C)cc1
    ? | .
O=C(/C=C/c1ccc(Br)o1)NC(c1ccccc1)c1ccccc1
    -13% | -15
CCc1n[nH]c(=S)n1/N=C/c1c(C)nn(-c2ccccc2)c1Cl
    ? | .
Cc1csc(SCC(=O)Nc2ccccc2[N+](=O)[O-])n1
    -4% | 2
Cc1nn(C)c(C)c1NC(=O)COc1ccc(Cl)cc1
    ? | .
Cc1cccc(Cl)c1OCCCCn1ccnc1
    ? | .
S=C(NCCCNC(=S)Nc1ccccc1)Nc1ccccc1
    11% | 12
O=c1c(-c2ccccc2)coc2cc(O)ccc12
    6% | -1
COc1ccc(CC(C)N2CCN(c3cccc(C(F)(F)F)c3)CC2)cc1OC (stereo not given)
    2% | -12

Two records picked at random from the list so far, as already listed:
Values run as follows: Lipid storage S3 | Lipid storage S3 cell count max
Cc1cc(NC(=O)CSc2nnc(COc3cccc(C)c3C)n2Cc2ccco2)no1
    ? | .
Cc1cccc(Cl)c1OCCCCn1ccnc1
    ? | .

The listing continues.
Values run as follows: Lipid storage S3 | Lipid storage S3 cell count max
CCc1ccc2[nH]c3nc(SCC(=O)NCC4CCCO4)nnc3c2c1 (stereo not given)
    -11% | 8
CCN(CC)C(=O)CSc1nc2sc(C)c(C)c2c(=O)[nH]1
    ? | .
COC(=O)CCC(=O)N1CCCC(CO)(Cc2ccccc2F)C1 (stereo not given)
    14% | 15
Cc1ccc(Nc2nc(N)nc(CCl)n2)c(C)c1
    ? | .
O=C(Cc1ccccc1[N+](=O)[O-])N1CCc2ccccc2C1
    i | .
COC(=O)c1ccc(CSc2nc(-c3ccco3)cc(C(F)(F)F)n2)o1
    ? | .
C=CCNC(=O)C1CCN(S(C)(=O)=O)CC1
    ? | .
O=C(Nc1ccccc1C(=O)NCC1CCCO1)c1ccccc1 (stereo not given)
    ? | .
CC1(C)CC(=O)C(/C=N/c2ncccc2C(=O)O)=C(O)C1
    ? | .
Cc1cc(C)c2c(CN3CCN(Cc4ccc5c(c4)OCO5)CC3)cc(=O)oc2c1
    ? | .
CCOc1ccc(/C=c2\sc3nc(-c4ccco4)nn3c2=O)cc1OCC
    ? | .
COc1ccc(C(=O)Nc2nnc(-c3ccc(F)cc3)s2)c(OC)c1
    ? | .
CCOc1ccc(N(CC(=O)Nc2cccnc2)S(C)(=O)=O)cc1
    -5% | -12
Cc1cccc(-n2c(C)cc(/C=N\NC(=O)c3ccco3)c2C)c1
    ? | .
CCN(CC(=O)Nc1ccc(NC(C)=O)cc1)C(=O)Cc1cccc2ccccc12
    ? | .
CCOC(=O)c1cc(CC)sc1NC(=O)CCC(=O)O
    i | .
CC1(C)C2([N+](=O)[O-])CN3CC1([N+](=O)[O-])CN(C2)C3c1ccc(O)c(O)c1 (stereo not given)
    6% | 16
CN(CCCC(=O)NCCc1ccccc1)S(=O)(=O)c1ccc([N+](=O)[O-])cc1
    i | -16
C=CC[C@H]1CC(Cc2ccccc2)=C[C@H](CC=C)N1
    0% | 6
CCc1nnc(NC(=O)CCN2C(=O)C3CCCCC3C2=O)s1 (stereo not given)
    -10% | .
O=C(C1CN(S(=O)(=O)c2ccccc2)CCN1S(=O)(=O)c1ccccc1)N1CCCCCC1 (stereo not given)
    10% | 3
O=S(=O)(c1ccccc1)N1CCN(C(=S)NCc2ccccc2)CC1
    -2% | .
Cc1nc2cc(C(=O)OCC(=O)NC(C)C(C)C)ccc2n1-c1ccccc1 (stereo not given)
    ? | .
O=C(c1cn(-c2ccccc2)nc1-c1ccc(Cl)cc1)N1CCOCC1
    ? | .
COc1ccccc1CC(NC(C)=O)C(=O)N1CCN(C(=O)Nc2ccccc2Cl)CC1 (stereo not given)
    ? | .
COC(=O)C1(C(=O)OC)NOC2C(=O)N(c3ccccc3)C(=O)C21 (stereo not given)
    ? | .
CC#CCCCC(=O)Nc1cccc(C(=O)O)c1
    5% | .
COc1ccc(CCNC(=S)NCc2ccc(Cl)c(Cl)c2)cc1OC
    ? | .
CCC1Oc2nc(SC)nnc2-c2ccccc2N1C(=O)c1ccccc1 (stereo not given)
    i | 15
COc1ccc(Cn2cnc3c(NS(C)(=O)=O)c(C)c(C)cc32)cc1
    ? | .
CC(C)(C=O)C1=CC(=O)c2ccccc2C1=O
    ? | .
COc1ccc(Oc2ncnc3sccc23)cc1
    9% | .
CCC(Oc1ccccc1)C(=O)Nc1ccsc1C(=O)OC (stereo not given)
    ? | .
CC(C)(C)N1C(=O)[C@H]2[C@@H](c3ccc(Br)cc3)N3C(=O)N(c4cccc(Cl)c4)C(=O)[C@@]3(Cc3ccccc3)[C@H]2C1=O
    6% | 15
COc1cccc(-n2c(SCC(=O)NC3CCS(=O)(=O)C3)nc3ccccc3c2=O)c1 (stereo not given)
    6% | 8
COc1ccc(/C=N/n2c(C)nc3sc(C)c(C)c3c2=O)cc1
    ? | .
CCN(CC)C(=O)CSc1nnc(-c2ccc(S(=O)(=O)N3CCCC3)cc2)o1
    ? | .
O=C(NCC(=O)N1CCCCCC1)c1ccc(OC(F)F)cc1
    ? | .

From PubChem BioAssay
